U2OS ROS induce = raises reactive oxygen species in U2OS cancer cells | AID 624156 | 46,000 compounds, 2% hits | ROS induction (% of piperlongumine), % at 10 µM | U2OS ROS induction, H2DCF-DA fluorescence; in the data active = ROS induction above about 79%, passing the limit was not always enough; inconclusive = no clear call, values can overlap the other calls;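 note: 0% = DMSO vehicle median and 100% = reference compound median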
Starred values were filed as active, the others as inactive; ? = inconclusive. Only part of the results is shown. The share of hits here may be higher or lower than overall.

SMILES	U2OS ROS induce
CC(C)(C)c1ccc(O)c(C(=O)Oc2ccccc2)c1	2
C/C=C(\C)C(=O)O[C@@H]1C(C)=C2[C@H]3OC(=O)[C@](C)(O)[C@]3(O)[C@H](OC(=O)C(C)CC)C[C@@](C)(OC(C)=O)[C@@H]2[C@H]1OC(=O)CCCCCCC (stereo partly drawn)	-5
COc1ccc(NC(=O)Nc2cccc3c2O[C@@H](CN(C)C(=O)NC(C)C)[C@H](C)CN([C@H](C)CO)C3=O)cc1	-6
Clc1ccc(-c2cnc3n2CCC3)cc1Cl	-1
CNC[C@H]1Oc2ccc(NS(=O)(=O)c3cn(C)cn3)cc2CC(=O)N([C@@H](C)CO)C[C@@H]1C	-4
C[C@H](CO)N1C[C@H](C)[C@@H](CN(C)C(=O)Nc2ccc3c(c2)OCO3)Oc2c(NC(=O)c3ccncc3)cccc2C1=O	-11
CC1(C)O[C@@H]2[C@H](O1)[C@@H](CO)O[C@H]2n1cnc2c(N)ncnc21	85*
COc1ccccc1CN1C(=O)c2ccccc2[C@@]2(Cc3ccccc3N(C(C)C)C2=O)[C@@H]1c1ccc(CO)cc1	14
C[C@H]1CN([C@@H](C)CO)C(=O)Cc2cc(NS(=O)(=O)c3ccc(F)cc3)ccc2O[C@H]1CN(C)S(=O)(=O)c1cn(C)cn1	-8
Cc1nn(CC(=O)NCc2ccc3c(c2)OCO3)c(=O)c2c1sc1ccccc12	6
O=C(Nc1cccc(NC(=O)C2CC2)c1)C1CC1	-7
Cc1noc(C)c1NC(=O)Nc1ccc2c(c1)C(=O)N([C@H](C)CO)C[C@H](C)[C@H](CN(C)CC1CC1)OCCCC[C@@H](C)O2	10
Cc1cc(OCC(=O)NCc2ccco2)cc(C)c1Br	-11
C=CC[n+]1ccccc1/C=N/O	4
C[C@@H]1CCCCO[C@H](CN(C)Cc2ccc3c(c2)OCO3)[C@@H](C)CN([C@H](C)CO)C(=O)c2cc(NC(=O)CCC(F)(F)F)ccc2O1	-2
C[C@@H]1CN([C@@H](C)CO)C(=O)CCCn2cc(nn2)CO[C@@H]1CN(C)C(=O)OCc1ccccc1	29
COc1ccc(S(=O)(=O)N(C)C[C@H]2Oc3ccc(NC(=O)Nc4ccccc4)cc3C(=O)N([C@H](C)CO)C[C@H]2C)cc1	-5
CCN(C(=O)Cn1c(=O)n2nc(CCn3nc(C)cc3C)nc2c2ccccc21)c1cccc(C)c1	-11
C[C@@H]1O[C@@H](O[C@H]2[C@@H]3C=CO[C@@H](O[C@@H]4O[C@H](CO)[C@@H](O)[C@H](O)[C@H]4O)[C@@H]3[C@@]3(CO)O[C@@H]23)[C@H](O)[C@H](OC(=O)/C=C/c2ccc(O)cc2)[C@H]1O	88*
O=C(NC1CCCCC1)NC12CC3CC(CC(C3)C1)C2	8
C[C@H]1CN([C@@H](C)CO)C(=O)c2cccc(NC(=O)c3cnccn3)c2O[C@@H]1CN(C)S(C)(=O)=O	-1
COc1ccc(S(=O)(=O)N(C)C[C@@H]2OCCCC[C@@H](C)Oc3ccc(NC(=O)Nc4ccccc4)cc3C(=O)N([C@H](C)CO)C[C@@H]2C)cc1	21
CC(C)(Oc1ccc(C2CC2(Cl)Cl)cc1)C(=O)O (stereo not drawn)	4
COc1ccc(NC(=O)CC2C(=O)NCCN2C(=O)c2ccc(C(C)(C)C)cc2)cc1 (stereo not drawn)	-5
C=CCNC(=O)CCN1N=C(c2ccc(C)cc2)CCC1=O	-11
C=CCNC(=S)C(=O)Nc1ccccc1	-9
C[C@@H]1CCCCO[C@@H](CN(C)C(=O)Nc2ccc3c(c2)OCO3)[C@@H](C)CN([C@H](C)CO)C(=O)c2cc(NS(=O)(=O)c3cn(C)cn3)ccc2O1	71
O=C(O)CNC(=S)N(Cc1ccccc1)Cc1cccnc1	-14
COc1ccc([N+](=O)[O-])cc1NC(=O)CN(c1ccccc1Br)S(C)(=O)=O	8
C[C@@H]1O[C@@H](O[C@@H]2[C@@H](O)[C@H](OCCc3ccc(O)c(O)c3)O[C@H](CO[C@@H]3OC[C@](O)(CO)[C@H]3O)[C@H]2OC(=O)/C=C/c2ccc(O)c(O)c2)[C@H](O[C@@H]2OC[C@H](O)[C@H](O)[C@H]2O)[C@H](O)[C@H]1O	6
COc1ccc(NC(=O)Nc2ccc3c(c2)CC(=O)N([C@H](C)CO)C[C@H](C)[C@H](CN(C)CC2CCCCC2)O3)cc1	-2
Cc1ccc(S(=O)(=O)N(C)CC(=O)Nc2ccc(Nc3ccccc3)cc2)cc1	19
C[C@@H]1CN([C@@H](C)CO)C(=O)CCCn2nncc2CO[C@H]1CN(C)C(=O)Cc1ccccc1	9
c1ccc2[nH]c(-c3cscn3)nc2c1	30
OCCNC(=S)c1ccccc1	-11
O=C1N(CCS(=O)(=O)c2ccccc2)Cc2ccccc2C[C@@]12N=C(c1ccc(OCCCO)cc1)O[C@H]2c1ccccc1	32
C[C@H](CO)N1C[C@H](C)[C@@H](CN(C)S(=O)(=O)c2ccccc2)Oc2ccc(NC(=O)CCCN(C)C)cc2C1=O	-11
COc1ccc(-n2nc3cc(C)c(NC(=O)COc4ccccc4)cc3n2)cc1	2
COc1ccc(S(=O)(=O)N(C)C[C@H]2Oc3ccc(NC(=O)Cn4cnnn4)cc3C(=O)N([C@H](C)CO)C[C@@H]2C)cc1	9
Cc1ccc(C(C)C)c(OCC(=O)Nc2cc(-c3nc4ccccc4o3)ccc2C)c1	23
CNC[C@@H]1Oc2ccc(NC(=O)CCN3CCOCC3)cc2CC(=O)N([C@H](C)CO)C[C@H]1C	-20
CCCc1nn(C)c2c(=O)[nH]c(-c3cc(S(=O)(=O)N4CCN(C)CC4)ccc3OCC)nc12	5
C[C@@H]1CN([C@H](C)CO)C(=O)c2cccc(NC(=O)c3ccncc3)c2O[C@@H]1CN(C)C(=O)NC1CCCCC1	-3
Cc1ccc(S(=O)(=O)N(C)C[C@H]2Oc3c(NC(=O)c4ccncc4)cccc3C(=O)N([C@@H](C)CO)C[C@@H]2C)cc1	5
COC(=O)CCCCCCC(=O)N/N=C/c1ccc2c(c1)CCO2	-2
C[C@@H]1CN([C@H](C)CO)C(=O)c2cccc(N(C)C)c2O[C@@H]1CN(C)Cc1ccc(Oc2ccccc2)cc1	9
c1ccc(OCc2ccc(CCCN3CCOCC3)cc2)cc1	-6
N#CCc1ccc(NC(=O)COc2ccc([N+](=O)[O-])cc2)cc1	-3
Cc1ccc(S(=O)(=O)N(C)C[C@@H]2Oc3ccc(NS(=O)(=O)c4ccc(Cl)cc4)cc3C(=O)N([C@@H](C)CO)C[C@H]2C)cc1	29
CCC1(CC)Cc2ccccc2C(CC(=O)N2CCOCC2)=N1	9
CC(C)(C)c1ccc(/C(N)=N/O)cc1	-5
COc1ccc(NC(=O)C(C)NS(=O)(=O)c2ccc(F)cc2)cc1Cl (stereo not drawn)	-8
c1ccc(COc2ccc(NCCc3ccncc3)cc2)cc1	12
CCCNC(=O)[C@@]1(C)c2ccccc2C(=O)N(Cc2ccc(OC(F)(F)F)cc2)[C@H]1c1ccc(CO)cc1	-2
CN(C)CCCNc1ncnc(N)c1[N+](=O)[O-]	-2
Cc1ccc(C)c(OC(=O)CS(=O)c2ccccc2[N+](=O)[O-])c1 (stereo not drawn)	21
C[C@@H]1CN([C@@H](C)CO)C(=O)c2cc(NC(=O)Cc3ccccc3)ccc2O[C@H]1CN(C)C(=O)NC1CCCCC1	-6
O=C(NC1Cc2ccccc2C1)c1ccc(Oc2cc(Cl)cc(Cl)c2)o1	15
O=C(CSc1nnc(-c2cccnc2)n1-c1ccccc1)NCc1ccccc1	2
Cc1sc2ncnc(SCC(=O)c3cc(Cl)sc3Cl)c2c1C	?

Remaining list, next part.
SMILES	U2OS ROS induce
Cc1ccccc1S(=O)(=O)N(C)C[C@@H]1OCc2cnnn2CCCC(=O)N([C@H](C)CO)C[C@H]1C	40
O=C(Nc1sc2c(c1C(=O)NCc1ccco1)CCCC2)c1ccc([N+](=O)[O-])cc1	6
COc1ccc(NC(=O)Nc2ccc3c(c2)C(=O)N([C@H](C)CO)C[C@@H](C)[C@@H](CN(C)S(=O)(=O)c2ccccc2)O3)cc1	-6
Cc1cc(Cl)ccc1OCCCC(=O)Nc1ccc(S(=O)(=O)Nc2ncccn2)cc1	3
COC(=O)Nc1nnc(CC(=O)Nc2ccccc2C)s1	-25
O=C(NCc1ccccc1)C(=O)C1C(=O)Nc2ccccc21 (stereo not drawn)	-1
O=C(CN1CCCCC1)Nc1sc2c(c1C(=O)Nc1ccc(Br)cc1)CCC2	1
O=C(c1ccc2c(c1)sc1nc(-c3ccccc3)cn12)N1CCCC1	41
C[C@H]1CN([C@@H](C)CO)C(=O)c2cccc(NS(=O)(=O)c3ccc(F)cc3)c2O[C@H]1CN(C)Cc1ccccc1	1
Cc1ccc(S(=O)(=O)Nc2cccc3c2O[C@H](CN(C)CC2CC2)[C@@H](C)CN([C@@H](C)CO)C3=O)cc1	-2
C[C@@H]1CN([C@H](C)CO)C(=O)c2cc(NS(=O)(=O)c3ccc(F)cc3)ccc2O[C@@H]1CN(C)CC1CC1	-8
CN1/C(=C/C(=S)C(C)(C)C)Sc2ccccc21	-1

Ordered by SMILES length (ascending): some entries from above
SMILES	U2OS ROS induce
CN1/C(=C/C(=S)C(C)(C)C)Sc2ccccc21	-1
O=C(NCc1ccccc1)C(=O)C1C(=O)Nc2ccccc21 (stereo not drawn)	-1
O=C(c1ccc2c(c1)sc1nc(-c3ccccc3)cn12)N1CCCC1	41
O=C(CSc1nnc(-c2cccnc2)n1-c1ccccc1)NCc1ccccc1	2
O=C(NC1Cc2ccccc2C1)c1ccc(Oc2cc(Cl)cc(Cl)c2)o1	15
O=C(CN1CCCCC1)Nc1sc2c(c1C(=O)Nc1ccc(Br)cc1)CCC2	1
Cc1cc(Cl)ccc1OCCCC(=O)Nc1ccc(S(=O)(=O)Nc2ncccn2)cc1	3
O=C(Nc1sc2c(c1C(=O)NCc1ccco1)CCCC2)c1ccc([N+](=O)[O-])cc1	6
Cc1ccccc1S(=O)(=O)N(C)C[C@@H]1OCc2cnnn2CCCC(=O)N([C@H](C)CO)C[C@H]1C	40
Cc1ccc(S(=O)(=O)Nc2cccc3c2O[C@H](CN(C)CC2CC2)[C@@H](C)CN([C@@H](C)CO)C3=O)cc1	-2
C[C@H]1CN([C@@H](C)CO)C(=O)c2cccc(NS(=O)(=O)c3ccc(F)cc3)c2O[C@H]1CN(C)Cc1ccccc1	1
COc1ccc(NC(=O)Nc2ccc3c(c2)C(=O)N([C@H](C)CO)C[C@@H](C)[C@@H](CN(C)S(=O)(=O)c2ccccc2)O3)cc1	-6

Other results follow:
SMILES	U2OS ROS induce
Cc1ccc2c(N3CC4CCC(CC4)C3)cc(C(F)(F)F)nc2c1	9
C[C@@H]1CN([C@@H](C)CO)C(=O)c2cccc(NC(=O)C3CCCCC3)c2O[C@H]1CN(C)C(=O)Nc1ccc2c(c1)OCO2	-7
O=C(CN1C(=O)C2C3C=CC(C3)C2C1=O)Nc1nnc(C(F)(F)F)s1 (stereo not drawn)	-3
COc1ccc(NC(=O)N(C)C[C@H]2Oc3ccc(NC(=O)Nc4ccccc4)cc3C(=O)N([C@H](C)CO)C[C@H]2C)cc1	-10
COc1ccc(Nc2ncc(C#N)c(N)n2)c(OC)c1	-5
C[C@H]1CN([C@@H](C)CO)C(=O)Cc2cc(NC(=O)Nc3cccc4ccccc34)ccc2O[C@@H]1CN(C)S(C)(=O)=O	24
C[C@@H]1CN([C@H](C)CO)C(=O)c2cccc(NS(=O)(=O)c3ccccc3)c2O[C@H]1CN(C)C(=O)Nc1ccc(F)cc1	-12
C[C@H]1CN([C@@H](C)CO)C(=O)c2cccc(NS(=O)(=O)c3ccc(F)cc3)c2O[C@@H]1CN(C)S(=O)(=O)c1ccc(F)cc1	-1
Cc1ccc(S(=O)(=O)NCCC(=O)N2CCOCCOCCOCC2)cc1	12
O=C(/C=C/c1ccc(O)cc1)O[C@@H]1CC(O)(C(=O)O)C[C@@H](OC(=O)/C=C/c2ccc(O)cc2)C1O (stereo partly drawn)	-4
Cc1ccc(S(=O)(=O)N(C)C[C@@H]2Oc3ccc(NC(=O)Nc4ccc(F)cc4)cc3C(=O)N([C@H](C)CO)C[C@H]2C)cc1	1
C[C@H](CO)N1C[C@H](C)[C@H](CN(C)C(=O)Nc2ccc3c(c2)OCO3)Oc2c(NC(=O)Nc3ccc4c(c3)OCO4)cccc2C1=O	-6
C[C@H](CO)N1C[C@H](C)[C@H](CN(C)Cc2cccc(C(F)(F)F)c2)OCc2cn(nn2)CCCC1=O	-6
Cc1nc2nc(SCC(=O)Nc3ccccc3C(F)(F)F)nn2c(C)c1Cc1ccccc1	5
O=C(CCN1C(=O)c2ccccc2C1=O)Nc1ccc(NC(=O)c2ccco2)cc1	-17
O=C(NO)c1cccc(C(=O)N/N=C/c2ccc(O)cc2)c1	-1
C[C@@H]1CN([C@@H](C)CO)C(=O)c2cc(NS(=O)(=O)c3cn(C)cn3)ccc2O[C@@H]1CN(C)CC1CC1	-14
O=C1CCC(=O)N1CNc1cc(C(F)(F)F)cc(C(F)(F)F)c1	-11
C[C@@H]1CN([C@H](C)CO)C(=O)c2cc(NC(=O)C3CCCCC3)ccc2O[C@H]1CN(C)C	-13
Cc1ccc(S(=O)(=O)Nc2cccc3c2O[C@@H](CN(C)Cc2ccccc2)[C@H](C)CN([C@@H](C)CO)C3=O)cc1	0
Cc1noc(C)c1S(=O)(=O)N(C)C[C@H]1Oc2ccc(NC(=O)Cn3cnnn3)cc2CC(=O)N([C@@H](C)CO)C[C@H]1C	23
C[C@H](CO)N1C[C@H](C)[C@@H](CN(C)S(=O)(=O)c2cn(C)cn2)Oc2ccc(NC(=O)CCCCCC(=O)Nc3ccccc3N)cc2C1=O	26
CCCC1(O)Cc2c(C(C)=O)cc3cccc(O)c3c2O1 (stereo not drawn)	2
C[C@@H]1CN([C@@H](C)CO)C(=O)c2cccc(NS(=O)(=O)c3ccccc3)c2O[C@@H]1CN(C)Cc1ccc(Cl)c(Cl)c1	1
COc1ccc(CN(C)C[C@H]2Oc3ccc(NC(=O)Nc4ccccc4)cc3CC(=O)N([C@H](C)CO)C[C@H]2C)cc1	-5

Assay outcomes as filed in PubChem.
